CCHFV vOTU inh – blocks the CCHF virus ovarian tumor domain protease | CCHFV vOTU protease, Pep-AMC fluorescence | inhibition, % at 11.5 µM | 370,000 tested, 0.55% active | AID 651958; in the data active means inhibition above about 30%; further: 0% = vehicle wells with enzyme and 100% = no enzyme wells
DUSP3 inh – DUSP3 (human) phosphatase inhibition. inhibition, % at 13.3 µM. 290,000 tested, 0.52% active. P51452. recombinant VHR phosphatase, pNPP absorbance; in the data active means inhibition above about 50%; further: some compounds called inactive have numbers as strong as hits
Target sequence (P51452 whole entry, looked up): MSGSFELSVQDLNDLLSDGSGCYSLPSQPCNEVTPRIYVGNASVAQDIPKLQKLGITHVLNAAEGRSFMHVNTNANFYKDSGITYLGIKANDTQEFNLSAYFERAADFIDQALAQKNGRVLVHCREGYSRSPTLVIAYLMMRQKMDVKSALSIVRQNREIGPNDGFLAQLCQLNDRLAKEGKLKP
Anthrax LF inh2 – inhibitors of Bacillus anthracis lethal factor protease. P15917. multiplex microsphere protease cleavage assay, LF. inhibition, % at 10 µM. 360,000 tested, 0.12% active. AID 588501; further: plate controls were buffer without enzyme for full effect and enzyme alone for no effect
Target sequence (P15917 whole entry, looked up): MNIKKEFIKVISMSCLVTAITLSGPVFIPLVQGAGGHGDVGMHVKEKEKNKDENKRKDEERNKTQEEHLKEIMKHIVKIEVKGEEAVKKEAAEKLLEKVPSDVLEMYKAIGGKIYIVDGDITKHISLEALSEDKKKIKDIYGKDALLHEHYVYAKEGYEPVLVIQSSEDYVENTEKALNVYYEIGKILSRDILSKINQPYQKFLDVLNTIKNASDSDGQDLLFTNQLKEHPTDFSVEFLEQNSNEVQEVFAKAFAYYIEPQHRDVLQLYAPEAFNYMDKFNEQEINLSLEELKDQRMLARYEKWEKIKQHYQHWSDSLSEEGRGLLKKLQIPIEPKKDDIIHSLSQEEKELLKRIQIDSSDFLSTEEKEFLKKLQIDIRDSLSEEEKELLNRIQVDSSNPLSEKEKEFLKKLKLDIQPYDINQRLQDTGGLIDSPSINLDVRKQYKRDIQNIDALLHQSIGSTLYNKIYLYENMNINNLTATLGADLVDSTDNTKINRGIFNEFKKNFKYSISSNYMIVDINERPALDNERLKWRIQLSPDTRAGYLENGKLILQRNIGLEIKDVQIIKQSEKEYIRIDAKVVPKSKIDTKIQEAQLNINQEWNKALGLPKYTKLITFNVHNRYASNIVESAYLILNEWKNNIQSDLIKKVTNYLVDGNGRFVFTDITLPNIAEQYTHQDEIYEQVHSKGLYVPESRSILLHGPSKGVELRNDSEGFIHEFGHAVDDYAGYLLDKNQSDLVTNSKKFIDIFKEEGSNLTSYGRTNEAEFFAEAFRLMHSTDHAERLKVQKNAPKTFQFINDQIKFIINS
TcdB GH inh – inhibitors of Clostridioides difficile toxin B glycohydrolase; TcdB glycohydrolase enzymatic assay, plate reader; inhibition, % at 9.99 µM; P18177; 350,000 tested, 0.24% active; AID 652162; in the data active means inhibition above about 10%
Yp Topo-I inh – Y. pestis Topo-I inhibition via cleavage products; Y. pestis Topo-I cleavage product accumulation, plate reader; 360,000 tested, 0.064% active; activity, % at 10 µM; in the data active means activity above about 50%, passing the limit was not always enough; inconclusive means no clear call, values can overlap the other calls; further: inactives centre near 2
Vc quorum ag – quorum light induction in luxS cqsA deficient V. cholerae. 350,000 tested, 0.16% active. AID 588436. V. cholerae BH1578 lux reporter, luminescence, 6 h. activation, % at 18.7 µM; in the data active means activation mostly above about 9.7%, no sharp cut-off; inconclusive means no clear call, values can overlap the other calls; inactive means mostly below about 3.7%; further: not every result past the cut was called active; inactives centre near 0; reference of the scale not given here
BoNT-A LC inh2 – BoNT A light chain protease inhibition. multiplex microsphere protease substrate cleavage, flow cytometry. inhibition, % at 10 µM. 360,000 tested, 0.17% active; further: plate controls were buffer without enzyme for full effect and enzyme alone for no effect
SARS 3CLpro inh – SARS-CoV 3CLpro protease inhibition | recombinant SARS-CoV 3CLpro, quenched FRET peptide cleavage | 290,000 tested, 0.14% active | P0C6X7 | inhibition, % at 6 µM; in the data active means inhibition above about 12%
SSB-PriA inh – blocks PriA binding to SSB C-terminal tail; AlphaScreen SSBct-PriA binding, biotinylated peptide; AID 1272365; 430,000 tested, 0.6% active; inhibition, % at 33 µM; in the data active means inhibition mostly above about 37%, no sharp cut-off; inactive means mostly below about 20%;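 further: plate controls were negative control peptide for no effect and reference peptide for full effect; strong numbers were not always called active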
PfHsp40 yeast – restores yeast growth despite PfHsp40 toxicity | AID 504582 | growth rescue, % at 12.5 µM | S. cerevisiae expressing PfHsp40, growth rescue, ATP luminescence | 340,000 tested, 0.68% active; in the data active means growth rescue above about 28%, passing the limit was not always enough; inconclusive means no clear call, values can overlap the other calls;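 further: yeast W303a lacking pdr1 and pdr3 grown in galactose medium; growth measured after three days at 30 °C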
* marks the source's active call; other numbers are inactive results; i = inactive; ? = inconclusive; . = not tested or not shown; & = joins results of further samples. Unless noted, no stated cut-off is given here; in the data, active means inhibition above about 30%; inconclusive means no clear call, values can overlap the other calls; inactive means below that.

SMILES	CCHFV vOTU inh	DUSP3 inh	Anthrax LF inh2	TcdB GH inh	Yp Topo-I inh	Vc quorum ag	BoNT-A LC inh2	SARS 3CLpro inh	SSB-PriA inh	PfHsp40 yeast
CCCCC(=O)N(C)c1c(C)nc2ccc(C(=O)NCCOc3ccc(OC)cc3)cn12	-2	.	7	-0.2	5	-0.5	0.1	.	.	.
CCN(CC)C(=O)CCc1nnc(CCc2c[nH]c3ccccc23)o1	-13	-19	0	-0.2	0	.	-1.4	2	-2	1.0
COc1ccc2c(c1)c1nc3ccccc3nc1n2Cc1ccc(OC)c(OC)c1	-2	21	5	.	28	-0.2	11	0	-16	-0.9
CCCC1CCC(c2ccc(C(N)=O)cc2)CC1 (configuration not stated)	-3	40	-4	.	0	1.2	-0.6	-3	3	0.1
COCCN(CC(=O)Nc1ccccc1C(F)(F)F)C(=O)/C=C/c1ccc2ccccc2n1	4	.	5	-0.4	-3	i	5.4	.	-8	0.0
O=C(CCN1C(=O)c2ccccc2C1=O)NC(=S)Nc1ccccc1	2	14	-2	-0.5	8	i	0.5	-1	5	0.2
CC(C)CC(NC(=O)OC(C)(C)C)c1cn([C@@H](Cc2cc3ccccc3[nH]2)C(=O)N2CCN(C(=O)OC(C)(C)C)CC2)nn1 (some centres not stated)	-9	14	-1	-0.7	10	i	0.1	-2	-20	2.2
COC(=O)CCC(=O)NN1C(=O)c2ccccc2C1=O	-5	21	-2	0.4	7	1.6	0.8	3	-5	1.6
O=[N+]([O-])c1ccc(-c2cnc[nH]2)cc1	0	13	-9	0.6	0	i	0.1	-1	-7	.
CC1CCN(c2nnc(N)s2)CC1	4	8	-4	.	-9	-0.1	-0.6	-5	-4	0.5
CCOC(=O)CNC(=O)CSc1nc2ncc(Br)cc2[nH]1	9	1	1	.	2	i	0.1	2	0	0.8
COc1ccc(Cl)cc1NC(=O)CN(C)C(=O)Cc1n[nH]c(=O)c2ccccc12	-7	.	0	0.8	-8	i	2.6	.	-7	0.2
COc1ccc(N2CCN(c3oc(COc4ccc(Cl)cc4Cl)nc3C#N)CC2)cc1	-9	8	-16	0.1	-4	.	-0.2	10	10	0.5
COc1cccc(NC(=O)C(=O)NCc2ccncc2)c1	6	14	-3	.	-6	-0.5	-0.3	-4	-29&-18	-1.0
Cc1cc(C)nc(/N=C2\NC(=O)CC(C(=O)O)N2c2ccc(Oc3ccccc3)cc2)n1 (configuration not stated)	19	-19	1	.	17	-0.3	0.7	0	.	2.0
CCOC(=O)C/C(C)=N/NC(=O)c1cccs1	.	12	-4	-1.9	11	-0.6	0.1	1	.	0.8
CCCNC(=O)CN(Cc1ccco1)S(=O)(=O)c1ccc(OCC)cc1	22	-10	-2	.	-2	-0.3	-0.8	4	5	-0.1
CC(=O)Nc1ccc2nc(-c3cccnc3)[nH]c2c1	20	-4	-8	.	1	75*	0.4	1	5	2.4
CCCCn1c(N)c(N(CCC(C)C)C(=O)COC(=O)c2ccco2)c(=O)[nH]c1=O	7	15	-2	.	-7	1.6	0.3	2	-7	1.2
O=C(N/N=C/c1cccc(OC(=O)c2ccccc2Cl)c1)c1cccnc1	11	36	-1	-0.3	20	-0.4	2.2	-5	.	0.4
CCOc1cccc(/C=C/c2cc(C(=O)O)c3ccccc3n2)c1OC	.	25	3	-1.0	10	-0.4	-0.3	-3	3	-0.3
O=C(CSc1nccc(-c2cccs2)n1)Nc1cccc(Cl)c1Cl	-9	2	10	0.7	1	i	?	-3	-15	1.4
COc1ccc(-c2cc(=NC(CC(C)C)C(=O)O)c3cc(C)ccc3o2)cc1 (configuration not stated)	-208	1	-2	.	-7	0.3	0.1	-3	0	1.5
Cc1sc2nc(SCc3ccc(C(=O)O)cc3)n(Cc3ccco3)c(=O)c2c1C	24	9	-2	-0.2	16	-0.8	0.6	7	-7	0.3
O=C(OCc1nnc(-c2ccccc2)o1)c1ccc(Cl)cc1	5	24	1	.	22	0.8	1.3	2	-30	1.3
C[C@H](CO)N1C[C@H](C)[C@@H](CN(C)C(=O)Nc2ccc(C(F)(F)F)cc2)Oc2c(NS(=O)(=O)c3cccs3)cccc2C1=O	1	.	-5	3.8&0.6	-3	1.2	0.0	.	-2	0.8
Cc1ccc2c(c1)C1(SC(C)C(=O)N1c1ccc(Cl)cc1)C(=O)N2 (configuration not stated)	15	.	0	1.7	.	.	-0.4	.	.	.
CC(=O)Oc1ccc(C(=O)Nn2cnnc2)cc1	10	.	2	.	3	-2.1	-1.1	-2	-6	0.1
COc1ccccc1C(c1nnnn1C(C)(C)C)N1CCCCCC1 (configuration not stated)	2	36	3	.	12	-14	0.5	-5	-9	-1.1
O=C(CCCn1c(=O)[nH]c2cc(Cl)ccc2c1=O)NCCCN1CCCC1	1	20	2	.	0	i	0.3	4	-16	1.0
COc1cc(CNCc2ccncc2)ccc1OCC(N)=O	12	.	-5	0.3	-11	-0.2	0.9	.	-3	-2.7
COc1ccccc1NC(=O)c1cc(S(=O)(=O)N2CCOCC2)ccc1Cl	0	42	-4	.	5	-4.8	0.4	4	-5	-0.4
CCNC(=O)C1(C)CCN(C(=O)c2ccc3ccccc3c2)C1 (configuration not stated)	10	.	-6	-1.2	-5	-0.3	-0.1	.	.	.
O=C(O)c1c(-c2ccc(Cl)cc2)cn2ccccc12	1	32	11	0.2	-5	-0.6	21	0	0	-0.4
Cc1ccc(S(=O)(=O)NNC(=O)Nc2ccc(Cl)c(Cl)c2)cc1	-2	24	-3	1.3	-7	i	-0.3	0	-11	0.2
Cc1cc(F)ccc1NC(=S)NC1CCCC1	3	4	-1	-1.0	12	-3.1	-0.1	-2	-18	0.2
Cc1ccc(C(=O)NCc2ccccc2)cc1Br	3	-10	-1	.	3	2.4	-1.4	4	-11	16
Cc1cc(C)nc(SCc2ccc(C(=O)N/N=C/c3cccc(O)c3O)cc2)n1	6	2	0	.	6	-0.2	-0.9	4	.	126*
Cc1cn([C@H]2C[C@H](O)[C@@H](/C=C/C(=O)NCc3cccc4ccccc34)O2)c(=O)[nH]c1=O	5	.	0	1.1	.	.	-0.5	.	.	.
O=C1C(Cl)=C(N2CCN(c3ccccc3[N+](=O)[O-])CC2)C(=O)c2ccccc21	85*	-7	-15	-1.1	-1	-0.5	1.8	7	15	-1.3
O=C(CSc1nnnn1-c1ccccc1)NCC1(N2CCOCC2)CCCCC1	-9	.	7	-1.7	12	-0.2	-0.2	.	-2	-1.4
CN(C)c1nc(N)nc(CSc2n[nH]c(-c3ccccc3)n2)n1	5	18	-4	.	-5	.	-0.5	-1	0	-2.1
CCCCn1c(N)c(N(Cc2ccccc2OC)C(=O)c2cc(CC)c(C)s2)c(=O)[nH]c1=O	1	.	1	0.1	10	-4.5	0.1	.	-1	0.1
Cc1ccccc1Cn1nc(C)c(NC(=O)c2sc3ccccc3c2Cl)c1C	16	14	-3	.	25	.	0.3	1	-11	0.5
O=C(NCc1cccnc1)C12CC3CC(CC(C3)C1)C2	0	.	12	0.6	0	0.8	-0.8	1	-2	-0.7
CC(=O)Nc1ccc(C(=O)CSc2nnnn2C(C)C)cc1	6	28	-1	1.9	-7	1.4	0.5	6	-11	0.4
Cc1ccc(SCc2[nH]nc3c2C(c2ccc(C)o2)C(C#N)=C(N)O3)cc1 (configuration not stated)	-6	-12	-5	-2.0	7	-0.1	-0.1	-1	10	0.2
CCOC(=O)C1CCN(C(=O)CCn2c(=O)oc3ccccc32)CC1	22	.	-5	-7.8	-7	-0.3	-0.5	.	.	.
CCn1nc(NC(=O)C2CCCO2)c2cc3cccc(C)c3nc21 (configuration not stated)	-15	5	2	2.3	-2	-0.1	4.6	0	-54	.
CCNC(=O)C1(C)CCN(C(=O)c2cccc(OC(F)(F)F)c2)C1 (configuration not stated)	-9	.	3	1.0	0	0.6	0.0	.	.	.
O=C(c1ccccc1Oc1ccccc1)N1CCN(c2ccc(F)cc2)CC1	.	43	1	1.5	4	-0.2	-1.0	2	-11	3.8
CCOc1ccc(/C=C/c2c([N+](=O)[O-])c(=O)n(C)c(=O)n2C)cc1	13	23	0	-0.7	5	-0.4	-0.6	-3	-4	-0.5

Shown as labelled records: entries from further up.
O=C(CSc1nnnn1-c1ccccc1)NCC1(N2CCOCC2)CCCCC1
  CCHFV vOTU inh: -9	DUSP3 inh: .	Anthrax LF inh2: 7	TcdB GH inh: -1.7	Yp Topo-I inh: 12	Vc quorum ag: -0.2	BoNT-A LC inh2: -0.2	SARS 3CLpro inh: .	SSB-PriA inh: -2	PfHsp40 yeast: -1.4

Cc1ccccc1Cn1nc(C)c(NC(=O)c2sc3ccccc3c2Cl)c1C
  CCHFV vOTU inh: 16	DUSP3 inh: 14	Anthrax LF inh2: -3	TcdB GH inh: .	Yp Topo-I inh: 25	Vc quorum ag: .	BoNT-A LC inh2: 0.3	SARS 3CLpro inh: 1	SSB-PriA inh: -11	PfHsp40 yeast: 0.5

In the list so far, eight have an aryl thioether with sulfur outside any ring.
SMILES	CCHFV vOTU inh	DUSP3 inh	Anthrax LF inh2	TcdB GH inh	Yp Topo-I inh	Vc quorum ag	BoNT-A LC inh2	SARS 3CLpro inh	SSB-PriA inh	PfHsp40 yeast
CCOC(=O)CNC(=O)CSc1nc2ncc(Br)cc2[nH]1	9	1	1	.	2	i	0.1	2	0	0.8
O=C(CSc1nccc(-c2cccs2)n1)Nc1cccc(Cl)c1Cl	-9	2	10	0.7	1	i	?	-3	-15	1.4
Cc1sc2nc(SCc3ccc(C(=O)O)cc3)n(Cc3ccco3)c(=O)c2c1C	24	9	-2	-0.2	16	-0.8	0.6	7	-7	0.3
Cc1cc(C)nc(SCc2ccc(C(=O)N/N=C/c3cccc(O)c3O)cc2)n1	6	2	0	.	6	-0.2	-0.9	4	.	126*
O=C(CSc1nnnn1-c1ccccc1)NCC1(N2CCOCC2)CCCCC1	-9	.	7	-1.7	12	-0.2	-0.2	.	-2	-1.4
CN(C)c1nc(N)nc(CSc2n[nH]c(-c3ccccc3)n2)n1	5	18	-4	.	-5	.	-0.5	-1	0	-2.1
CC(=O)Nc1ccc(C(=O)CSc2nnnn2C(C)C)cc1	6	28	-1	1.9	-7	1.4	0.5	6	-11	0.4
Cc1ccc(SCc2[nH]nc3c2C(c2ccc(C)o2)C(C#N)=C(N)O3)cc1 (configuration not stated)	-6	-12	-5	-2.0	7	-0.1	-0.1	-1	10	0.2

These rows are one share of the data (hit frequency here may not be typical).
